# Screening data (PubChem BioAssay)
# Smad3 inh: Smad3 (human) transcription factor binding inhibition. P84022. TR-FRET Smad3/Dy647-FoxH1 peptide binding, europium anti-His. inhibition, % at 25 µM. 88,000 compounds, 0.29% hits;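 active = compounds that reduce the energy-transfer binding signal between the protein and its labelled peptide by more than half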;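 also: 0% = Smad3 plus labelled peptide maximal FRET and 100% = peptide-only background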
# VCAM1 TNFa inh: reduces TNF alpha induced VCAM1 expression in HUVEC; HUVEC TNFa-induced VCAM-1 immunofluorescence, high-content imaging; inhibition, % at 2 µM; AID 802; 95,000 compounds, 0.48% hits;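 active = inhibition above the batch mean plus 3 SD, with images confirmed as a hit by eye, cut at about 37% in these data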;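 also: 0% = TNF-stimulated DMSO wells and 100% = unstimulated control wells; not every result past the cut was called active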
# Lung fibro prol: blocks proliferation of human lung fibroblasts; LL 47 human lung fibroblast viability, ATP luminescence; stronger effect = lower value; 85,000 compounds, 1.1% hits; viability, % at 10 µM; AID 719;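 active = viability at or below 50% in the single dose screen; inactive = viability above 50%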;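 also: compound exposure lasted 72 h before the ATP readout; 100% = median luminescence of untreated cell-only wells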
#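 Material: human lung fibroblast line LL 47, low passage; Evaluation: viability percentage against median untreated-cell control; Buffer or medium: 15% FBS in IMEM; Incubation: 72 h compound exposure at 37 °C after overnight plating; Dosing: 0.1% DMSO in all compound wells; Measured by: CellTiter-Glo luminescence.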
# IL1B cytotox: toxic to HUVEC cells under IL-1B stimulation; cell count reduction, % at 2 µM; HUVEC cell count loss, Hoechst imaging, IL-1B stimulated; 94,000 compounds, 0.41% hits;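 active = cell count reduction more than 3 SD above the screen-wide mean, cut at about 70% in these data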;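 also: normalized per plate to untreated control cells as the no-loss baseline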
# cytoskel mod: cytoskeleton assembly modification | inhibition, % at 2 µM | 91,000 compounds, 0.18% hits | HUVEC TNFa F-actin phalloidin imaging, high content | AID 836;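 active = inhibition above the batch mean plus 3 SD and confirmed as a hit by visual image inspection, cut at about 30% in these data, passing the limit was not always enough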; also: strong numbers were not always called active
# TNFa cytotox: toxic to HUVEC cells under TNF alpha stimulation | HUVEC TNFalpha-stimulated, Hoechst cell count, imaging | cell count reduction, % at 2 µM | 93,000 compounds, 0.17% hits;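 active = cell count reduction exceeding the screen mean by over 5 SD, scaled to untreated wells per plate, cut at about 78% in these data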;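 also: cells counted after 24 h of TNF alpha exposure following the 1 h pretreatment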
# HUVEC prolif 384: inhibitors of human endothelial cell proliferation; HUVEC proliferation, CellTiter-Glo luminescence, 72 h; stronger effect = lower value; viability, % at 10 µM (by protocol); 86,000 compounds, 1.1% hits; AID 648;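 active = viability at or below 30%; inactive = viability above 30%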;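 also: 100% = median luminescence of DMSO-only cell control wells on each plate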
# H69AR inhibit: growth inhibitors of human H69AR lung tumor cells. H69AR lung tumor viability, ATP luminescence, 72 h; stronger effect = lower value. 85,000 compounds, 6% hits. viability, % at 10 µM;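 active = viability at or below 40%; inactive = viability above 40%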;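 also: multidrug resistant small cell line overexpressing MRP-1 efflux transporter; 100% = mean luminescence of untreated control wells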
# Pyk2 oligo antag: blocks oligomerization of human Pyk2 in cells | Q14289 | Q293 cells, Pyk2 FERM NanoBiT luminescence; stronger effect = lower value | z-score (the deposit names both 25 µM and 10 µM) | 99,000 compounds, 0.83% hits | AID 1347419;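 active = Z-score of -3 or lower, scaled per plate to the spread of control and sample wells; inactive = z-score above -3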;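 also: negative z-score means lost luminescence so less FERM oligomerization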
# Target sequence (Q14289 whole entry, looked up): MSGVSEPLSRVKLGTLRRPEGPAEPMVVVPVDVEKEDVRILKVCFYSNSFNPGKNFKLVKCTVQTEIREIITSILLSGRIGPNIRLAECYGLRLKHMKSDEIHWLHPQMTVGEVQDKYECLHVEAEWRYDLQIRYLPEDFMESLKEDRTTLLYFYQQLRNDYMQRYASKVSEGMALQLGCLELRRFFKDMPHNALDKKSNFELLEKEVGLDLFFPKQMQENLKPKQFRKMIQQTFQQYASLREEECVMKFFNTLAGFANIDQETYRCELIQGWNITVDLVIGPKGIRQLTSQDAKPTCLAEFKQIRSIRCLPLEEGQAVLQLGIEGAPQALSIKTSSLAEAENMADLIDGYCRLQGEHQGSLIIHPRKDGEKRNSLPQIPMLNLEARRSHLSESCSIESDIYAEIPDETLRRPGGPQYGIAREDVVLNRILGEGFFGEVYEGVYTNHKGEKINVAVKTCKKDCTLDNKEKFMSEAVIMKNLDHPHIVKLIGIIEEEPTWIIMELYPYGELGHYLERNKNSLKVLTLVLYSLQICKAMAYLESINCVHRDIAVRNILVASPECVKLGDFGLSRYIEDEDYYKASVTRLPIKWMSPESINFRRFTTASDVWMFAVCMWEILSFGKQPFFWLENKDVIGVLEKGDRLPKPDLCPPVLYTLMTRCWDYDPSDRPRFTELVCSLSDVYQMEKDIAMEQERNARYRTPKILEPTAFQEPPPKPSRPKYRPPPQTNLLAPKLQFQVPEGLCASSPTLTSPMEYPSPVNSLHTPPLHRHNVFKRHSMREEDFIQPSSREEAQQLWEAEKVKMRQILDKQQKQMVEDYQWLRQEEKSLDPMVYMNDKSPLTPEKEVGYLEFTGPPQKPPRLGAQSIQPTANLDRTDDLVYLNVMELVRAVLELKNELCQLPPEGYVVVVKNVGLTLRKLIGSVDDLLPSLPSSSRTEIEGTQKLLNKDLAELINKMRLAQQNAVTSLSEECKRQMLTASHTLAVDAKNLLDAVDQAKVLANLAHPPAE
# * marks the source's active call; other numbers are inactive results; · = not tested or not shown; [ ] = remark or other dose. An excerpt; count on the stated rates, not on these rows.
SMILES,Smad3 inh,VCAM1 TNFa inh,Lung fibro prol,IL1B cytotox,cytoskel mod,TNFa cytotox,HUVEC prolif 384,H69AR inhibit,Pyk2 oligo antag
O=C(O)C1CCCCC1C(=O)Nc1ccc(F)cc1F (stereo not drawn),0.2,16.0,92.1,-14.8,-10.3,-13.9,88.8,94.8,-0.15
COc1ccc(OC)c(CNC(=O)C2CCCN(c3nc4ccccc4o3)C2)c1 (stereo not drawn),·,5.8,·,9.7,15.5,-24.5,·,·,0.87
Cc1ccc(NC(=O)CN(C)C(=O)CN2C(=O)NC(C)(c3ccccc3)C2=O)cc1 (stereo not drawn),·,-3.1,·,1.3,-15.9,-20.8,·,·,-0.06
CCOC(=O)CCNC(=O)c1ccccc1Br,-12.8,·,101.1,·,·,·,64.7,93.2,-0.38
COC(=O)Cc1c(C)nc2nc(-c3ccccc3)[nH]n2c1=O,-12.3,10.0,89.9,14.3,-11.5,-11.8,89.2,93.0,0.41
O=S(=O)(Cc1ccccc1Cl)CC(O)COc1ccccc1Cl (stereo not drawn),28.1[fluorescence artefact?],-13.9,94.3,9.8,3.0,-10.2,95.2,88.0,0.78
COc1ccccc1CC(=O)Nc1ccc(-c2noc(COc3ccc(Br)cc3)n2)cc1,-1.6,7.8,83.1,-8.0,-11.2,-13.1,85.9,19.3*,1.01
Clc1nc(-c2ccccc2)cc(-c2ccc(Br)cc2)n1,·,11.1,·,0.4,-16.6,-5.8,·,·,1.32
O=C(COC(=O)c1ccccc1O)Nc1ccc(OC(F)F)cc1,9.1,1.9,103.2,-6.0,-0.3,0.4,102.0,93.7,0.59
CCOC(=O)c1c(NC(=O)CSc2nc3ccccc3s2)sc(C)c1C,·,19.7,·,0.0,0.1,-8.2,·,·,1.79
O=C(Cn1c(=O)[nH]n(-c2ccccc2)c1=O)N1CCCc2ccccc21,-1.4,12.1,103.3,-12.9,-18.6,-25.0,95.9,100.3,0.23
O=c1c(Cc2ccc(Cl)cc2)c(O)ccn1Cc1cccc(Cl)c1,·,2.1,·,4.8,12.4,-7.1,·,·,-1.11
CCOC(=O)N1CCN(C(=O)CSc2nnc(-c3cccc(Cl)c3)o2)CC1,10.5,·,98.0,·,·,·,107.4,77.5,·
COC(=O)Cc1cc(=O)n2[nH]c(C)c(-c3ccccc3)c2n1,-1.0,-0.9,94.6,-7.5,17.8,-7.9,90.1,98.7,-0.65
Cc1cccc2cc3c(NC(=O)C(C)C)nn(C)c3nc12,-11.1,8.7,96.2,-49.2,-10.1,-16.3,100.1,76.8,-0.34
Cc1[nH]n2c(=O)cc(C(C)(C)C)nc2c1-c1ccccc1,-5.2,35.4,68.7,9.4,-23.2,18.6,50.0,35.8*,0.93
COc1cc(CN2CCN(S(=O)(=O)c3ccc(NC(C)=O)cc3)CC2)cc(OC)c1O,-3.1,·,95.1,·,·,·,93.6,92.6,2.11
CCCN1Cc2cccc(C(=O)N3CCN(c4ccc(F)cc4)CC3)c2C1=O,12.9,14.2,93.9,-10.7,2.3,-22.2,89.4,94.3,-0.25
CCC(C)(C)NC(=O)C(c1cccn1C)N(C(=O)Cn1nnc2ccccc21)c1ccc(OC)cc1 (stereo not drawn),3.2,-12.1,97.5,-78.4,·,-24.0,93.1,53.4,-0.06
Cc1nn2c3ccccc3nc2n(Cc2ccccc2)c1=O,-2.3,-13.1,101.7,19.2,1.6,-7.8,103.3,103.4,·
CC(C)C(NS(=O)(=O)c1cccc2nsnc12)C(=O)NCc1ccc2c(c1)OCO2 (stereo not drawn),8.1,11.3,101.8,-1.7,-6.5,-19.0,109.4,96.2,·
Cc1cc(F)ccc1NCc1ccncc1,9.6,·,104.5,·,·,·,104.9,89.3,0.41
COc1ccc(C(C(=O)NC2CCCC2)N(C(=O)c2ccoc2C)c2cc(C)cc(C)c2)cc1 (stereo not drawn),·,-1.0,·,33.3,18.4,-8.2,·,·,-2.38
COc1cc(OC)c(NC(=O)Nc2ccc(OC)c(OC)c2)cc1Cl,3.8,0.3,106.2,-3.5,17.0,-35.1,98.5,51.4,0.06
COc1ccc(-c2noc(COc3ccc4ccccc4c3Br)n2)cc1OC,0.2,13.0,108.4,-120.0,12.1,-18.8,100.6,89.6,0.76

# (listing goes on)
SMILES,Smad3 inh,VCAM1 TNFa inh,Lung fibro prol,IL1B cytotox,cytoskel mod,TNFa cytotox,HUVEC prolif 384,H69AR inhibit,Pyk2 oligo antag
COc1ccc(NC(=O)CSc2nnc(Cn3c(=O)sc4ccccc43)n2C)c(OC)c1,-2.0,·,98.4,·,·,·,100.3,92.8,·
CC(C)OCCCNC(=O)c1ccc(NC(=O)C2CCCO2)cc1 (stereo not drawn),·,0.3,·,-26.7,3.1,2.6,·,·,0.86
Cc1nc2ccccn2c1C(=O)NC1CCCCC1,6.0[fluorescence artefact?],·,94.8,·,·,·,97.8,88.4,0.03
Cc1ccc(NC(=O)C2CCCN2C(=O)Oc2ccccc2)cc1 (stereo not drawn),-0.7,2.3,105.2,-19.6,-10.3,-12.9,105.2,92.4,0.64
CSc1nc(C)c(Cl)c(C)c1C#N,-5.9,·,94.4,·,·,·,104.3,110.3,0.16
C[N+](C)(C)CCCC(=O)c1ccc2c(c1)OCO2,11.6,12.8,102.3,-8.1,-5.4,0.7,90.8,97.1,0.3
Cc1cc(C)cc(OCC(=O)OCC(=O)Nc2ccc(Cl)cn2)c1,-8.5,8.7,97.6,3.0,-9.6,-14.5,91.5,92.2,0.21
O=C(OC(C(=O)NC1CCCC1)c1ccncc1)C1=Cc2ccccc2OC1 (stereo not drawn),0.6,0.1,104.5,-8.0,25.1,-7.7,94.8,81.6,-0.47
O=C(NCCCn1ccnc1)c1cc(C2CC2)on1,1.0,·,99.1,·,·,·,97.3,95.9,·
O=C(NCC(c1cccnc1)N1CCOCC1)c1cccs1 (stereo not drawn),-6.0,25.5,92.8,-3.8,-6.1,-0.4,90.9,104.0,0.47
CCn1c(C)c(C(C)=O)c(SC)nc1=S,-17.8,-9.6,90.7,-12.4,·,1.8,94.7,81.2,-0.22
COc1ccccc1N1CCN(Cc2nc3ccsc3c(=O)[nH]2)CC1,·,-15.7,·,-15.7,0.7,-16.5,·,·,-0.16
CC(C)CCNC(=O)CCn1nc(-c2ccccc2)ccc1=O,3.5,1.0,98.8,12.0,5.2,-13.5,105.2,92.6,·
COc1cc(OC)c(NC(=O)CCNC(=O)Cn2ccc3ccccc3c2=O)cc1Cl,·,-7.7,·,-16.9,17.1,-2.4,·,·,-0.47
COc1cccc(-n2c(SCC(=O)Nc3cc(C)on3)nc3ccccc3c2=O)c1,12.2,12.0,90.7,-60.7,-6.9,-20.7,84.4,80.0,-1.09
CCCCCCCC(=O)N/N=C/c1cccnc1,16.1[fluorescence artefact?],11.6,101.9,15.2,4.1,-9.6,95.8,99.2,-0.6
O=c1ccccn1Cc1ccccc1F,8.1[fluorescence artefact?],-2.5,98.5,-1.3,26.3,-4.6,91.9,103.2,-0.85
CCOc1cc(/C=N/n2cnnc2)cc(Br)c1O,1.9,-5.7,97.9,13.6,11.2,-8.7,97.5,91.3,0.55
Cc1oc(=O)c(NC(=O)c2ccccc2)cc1C(=O)c1ccccc1,·,4.2,·,3.2,32.9,-27.1,·,·,-0.12
Cc1cccc(NC(=O)CSc2nnnn2-c2cccnc2)c1,·,3.3,·,-1.5,16.6,-8.4,·,·,0.89
O=C(Nc1cccnc1N1CCOCC1)c1ccco1,14.1[fluorescence artefact?],-10.2,94.7,-35.7,-6.1,-44.4,98.5,92.7,0.52
CC1=Nc2ccccc2/C1=C/c1sc(=N)n(-c2nccs2)c1O,5.3,4.5,52.5,·,-11.5,-9.2,51.7,2.9*,0
CCc1cccc(NC(=O)Cc2cn(C)c3ccccc23)c1,-1.1,-7.5,102.8,·,-0.5,-10.6,100.3,89.4,-1.22
CC(C)(C)c1ccc(-c2cc(C(=O)NNC(=O)Nc3ccccc3)c3ccccc3n2)cc1,·,6.7,·,20.4,2.2,-18.5,·,·,-0.36
CC1(C)CC(=O)c2cc(OCC(=O)NCc3cccnc3)ccc2O1,1.4,1.7,95.4,-27.2,-26.6,-18.5,93.2,96.2,-0.07

# Grouped by structure: the compounds so far with bromine (5)
SMILES,Smad3 inh,VCAM1 TNFa inh,Lung fibro prol,IL1B cytotox,cytoskel mod,TNFa cytotox,HUVEC prolif 384,H69AR inhibit,Pyk2 oligo antag
CCOC(=O)CCNC(=O)c1ccccc1Br,-12.8,·,101.1,·,·,·,64.7,93.2,-0.38
COc1ccccc1CC(=O)Nc1ccc(-c2noc(COc3ccc(Br)cc3)n2)cc1,-1.6,7.8,83.1,-8.0,-11.2,-13.1,85.9,19.3*,1.01
Clc1nc(-c2ccccc2)cc(-c2ccc(Br)cc2)n1,·,11.1,·,0.4,-16.6,-5.8,·,·,1.32
COc1ccc(-c2noc(COc3ccc4ccccc4c3Br)n2)cc1OC,0.2,13.0,108.4,-120.0,12.1,-18.8,100.6,89.6,0.76
CCOc1cc(/C=N/n2cnnc2)cc(Br)c1O,1.9,-5.7,97.9,13.6,11.2,-8.7,97.5,91.3,0.55

# Arranged by length of the SMILES (largest number first): some entries from above
SMILES,Smad3 inh,VCAM1 TNFa inh,Lung fibro prol,IL1B cytotox,cytoskel mod,TNFa cytotox,HUVEC prolif 384,H69AR inhibit,Pyk2 oligo antag
CC1=Nc2ccccc2/C1=C/c1sc(=N)n(-c2nccs2)c1O,5.3,4.5,52.5,·,-11.5,-9.2,51.7,2.9*,0
O=C(NCCCn1ccnc1)c1cc(C2CC2)on1,1.0,·,99.1,·,·,·,97.3,95.9,·
CCCCCCCC(=O)N/N=C/c1cccnc1,16.1[fluorescence artefact?],11.6,101.9,15.2,4.1,-9.6,95.8,99.2,-0.6

# New compounds follow:
SMILES,Smad3 inh,VCAM1 TNFa inh,Lung fibro prol,IL1B cytotox,cytoskel mod,TNFa cytotox,HUVEC prolif 384,H69AR inhibit,Pyk2 oligo antag
COC(=O)CNC(=O)c1nn(-c2cccc(OC)c2)c(=O)c2ccccc12,9.6,·,87.8,·,·,·,98.3,85.0,-0.5
COc1ccc2c(CC(=O)Nc3c(C)n(C)n(-c4ccccc4)c3=O)coc2c1,·,3.5,·,6.8,-6.7,-7.6,·,·,0.03
O=C1CCCc2c1nc(-c1cccc(Cl)c1)n2O,-2.3,8.3,103.7,-4.9,10.4,11.9,105.2,98.3,0.77
Cn1nc(-c2ccc(Cl)cc2)c2cc(C(=O)NCCN3CCOCC3)sc21,0.2,·,56.8,·,·,·,53.5,44.7,·
COC(=O)C1=C(C)N=c2s/c(=C3\C(=O)Nc4ccccc43)c(=O)n2C1c1ccccc1 (stereo not drawn),8.5,7.4,81.8,3.0,2.9,-0.9,3.3*,0.9*,·
COc1ccc(-c2c(C#N)c(SCC(=O)Nc3ccccc3)nc3c2CCCC3)cc1,-1.6,-3.4,100.9,6.1,-5.2,-31.0,109.7,98.0,-1.15
Cc1occc1C(=O)NC1CCCc2ccccc21 (stereo not drawn),-0.7,17.5,96.5,79.5*,11.6,-7.8,100.7,104.3,-0.46
COc1cc2c(=O)n(CC3CCCO3)c(=O)n(CC(=O)Nc3ccc(F)cc3F)c2cc1OC (stereo not drawn),-2.0,·,98.5,·,·,·,89.3,90.3,·
CCCC(=O)N(CCc1ccc(OC)cc1)Cc1nc2ccccc2c(=O)[nH]1,-2.1,9.7,91.7,19.7,·,6.8,98.2,101.0,-0.65
Cc1ccc(Nc2ncnc3nc[nH]c23)cc1Cl,2.7,4.5,90.3,-11.7,-9.4,14.7,80.9,89.0,·
